Ec RNAP inh: Escherichia coli RNA polymerase inhibition; inhibition, %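 (tested at 10 µM)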; 62,000 compounds, 0.2% hits; E. coli RNA polymerase, fluorescence transcription assay; P0A8V2; in the data active means inhibition above about 20%;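 further: 0% = enzyme without compound and 100% = no enzyme blank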
Target sequence (P0A8V2 whole entry, looked up): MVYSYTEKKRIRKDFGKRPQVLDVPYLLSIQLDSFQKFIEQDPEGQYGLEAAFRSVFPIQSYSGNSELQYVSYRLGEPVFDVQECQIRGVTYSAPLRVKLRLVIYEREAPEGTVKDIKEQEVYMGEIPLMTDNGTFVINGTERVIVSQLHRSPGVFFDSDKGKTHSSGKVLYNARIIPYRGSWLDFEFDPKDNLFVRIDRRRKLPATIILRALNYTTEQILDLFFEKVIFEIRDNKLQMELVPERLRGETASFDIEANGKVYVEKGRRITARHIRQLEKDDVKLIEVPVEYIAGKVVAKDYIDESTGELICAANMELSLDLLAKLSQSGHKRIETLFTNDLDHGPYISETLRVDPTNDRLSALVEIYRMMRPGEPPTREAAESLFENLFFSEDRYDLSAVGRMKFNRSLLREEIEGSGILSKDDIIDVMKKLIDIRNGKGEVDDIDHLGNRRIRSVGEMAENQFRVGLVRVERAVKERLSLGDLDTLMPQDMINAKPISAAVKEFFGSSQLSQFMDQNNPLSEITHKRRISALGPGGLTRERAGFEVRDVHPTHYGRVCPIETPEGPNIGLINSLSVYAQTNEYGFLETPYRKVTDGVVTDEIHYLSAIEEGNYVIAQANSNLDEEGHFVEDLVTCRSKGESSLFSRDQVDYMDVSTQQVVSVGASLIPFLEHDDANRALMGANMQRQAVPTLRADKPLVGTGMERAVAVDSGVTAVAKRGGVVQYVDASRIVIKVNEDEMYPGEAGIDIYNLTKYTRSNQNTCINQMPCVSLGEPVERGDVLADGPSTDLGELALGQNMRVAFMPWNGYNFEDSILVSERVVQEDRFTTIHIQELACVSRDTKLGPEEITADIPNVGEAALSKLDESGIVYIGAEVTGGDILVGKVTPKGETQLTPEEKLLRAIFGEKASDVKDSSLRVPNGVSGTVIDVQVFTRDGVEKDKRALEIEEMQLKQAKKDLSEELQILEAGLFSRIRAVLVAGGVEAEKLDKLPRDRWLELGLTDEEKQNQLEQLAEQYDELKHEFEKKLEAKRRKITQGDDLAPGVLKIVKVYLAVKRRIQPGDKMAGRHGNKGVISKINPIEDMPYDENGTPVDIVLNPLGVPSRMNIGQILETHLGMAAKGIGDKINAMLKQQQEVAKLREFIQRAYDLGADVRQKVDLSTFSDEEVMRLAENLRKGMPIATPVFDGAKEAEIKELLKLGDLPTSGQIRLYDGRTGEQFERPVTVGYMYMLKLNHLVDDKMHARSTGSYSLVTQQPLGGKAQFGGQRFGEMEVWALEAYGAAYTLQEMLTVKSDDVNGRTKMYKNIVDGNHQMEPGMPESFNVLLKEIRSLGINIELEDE
JNK3 inh: inhibitors of human JNK3 kinase; inhibition, % at 8 µM; purified JNK3 kinase activity, HTS; AID 746; 60,000 compounds, 0.61% hits; in the data active means inhibition above about 17%;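 further: 0% = DMSO and 100% = reference inhibitor; many of its hits are not listed in these tables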
ROCK2 blocker: inhibitors of human Rho kinase 2 | O75116 | purified ROCK2, Kinase-Glo ATP depletion luminescence | inhibition, % at 6 µM | 60,000 compounds, 0.35% hits | AID 604;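 active means inhibition above the screen-wide mean inhibition plus 3 SD, cut at about 18% in these data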;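 further: plate controls were DMSO wells for no effect and Y-27632 control wells after no-enzyme background subtraction for full effect; many of its hits are not listed in these tables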
CatS block: inhibitors of human cathepsin S. P25774. recombinant cathepsin S, AMC dipeptide fluorescence, pooled mixtures. inhibition, %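 (tested at 5 µM per compound within 10-compound mixtures)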. 62,000 compounds, 0.06% hits. AID 501; in the data active means inhibition above about 32%, passing the limit was not always enough;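 further: 0% = enzyme without compound and 100% = blank without enzyme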
CatB mix inh: human cathepsin B inhibition by mixtures | 62,000 compounds, 0.06% hits | inhibition, %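 (ten-compound pools at 5 µM per compound and 50 µM total)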 | Purified cathepsin B, AMC dipeptide fluorescence, compound mixtures; in the data active means inhibition above about 22%, passing the limit was not always enough;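 further: 0% = enzyme without compound and 100% = no enzyme blank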
RORa activator: activators of human nuclear receptor RORA. CHO-K1 Gal4-RORA LBD luciferase reporter, luminescence; percent increase over mock-subtracted basal signal. 65,000 compounds, 1.5% hits. AID 560. activation, % at 10 µM;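 active means activation above the mean of all tested compounds plus 3 SD, cut at about 49% in these data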;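 further: 0% = DMSO-treated RORA cells and 100% = added signal equal to DMSO minus mock-transfected cells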
AP ELISA ortho: alternative pathway complement inhibition, orthogonal assay; 62,000 compounds, 0.08% hits; inhibition, % at 5 µM; Human serum alternative complement pathway, LPS-coated ELISA, C3 deposition; tested in compound mixtures;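 active means inhibition above 30% in each of the two pooled mixtures holding the compound, so the lower value exceeds 30%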;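 further: 0% = serum in Mg-EGTA without compound and 100% = EDTA serum blank; some compounds past the cut are filed as inactive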
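Test system – human serum alternative complement pathway, C3 deposition on LPS-coated wells · Buffer or medium – diluted human serum in Mg2+-EGTA GVB++ · Compound dosing – 5 µM each compound, pools of ten, 50 µM per pool · Schedule – 1 h serum-compound exposure at 37 °C · Measured by – Anti-C3 ELISA, OD 450 nm · Read-out basis – percent inhibition of C3 deposition onto LPS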
PKA kinase inh: blocks human protein kinase A activity. P17612. inhibition, % at 6 µM. PKA Kemptide phosphorylation, Kinase-Glo ATP luminescence. 65,000 compounds, 0.1% hits;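 active means inhibition above the screen-wide mean inhibition plus 3 SD, cut at about 21% in these data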; further: many of its hits are not listed in these tables
CatB block: human cathepsin B inhibition | purified cathepsin B, fluorogenic substrate, fluorescence | inhibition, %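 (tested at 10 µM)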 | AID 453 | 63,000 compounds, 0.1% hits; in the data active means inhibition above about 21%;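 further: 0% = enzyme with no compound and 100% = no enzyme blank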
* marks the source's active call; other numbers are inactive results; x = not tested or not shown. The list is partial; count on the stated rates, not on these rows.

SMILES | Ec RNAP inh | JNK3 inh | ROCK2 blocker | CatS block | CatB mix inh | RORa activator | AP ELISA ortho | PKA kinase inh | CatB block
COC(=O)C1=C(C)NC(=O)C1(NC(=O)c1cccnc1)C(F)(F)F (stereo not given) | 10 | -2 | 3 | 6 | 2 | -7 | 0 | 9 | 2
CCOc1ccc(OCC)c(S(=O)(=O)NCCCN2CCOCC2)c1 | 7 | x | x | 21 | 4 | x | -3 | x | -1
O=c1[nH]c(CSc2ncc(-c3ccc(F)cc3)n2Cc2ccco2)nc2ccccc12 | 12 | 1 | 3 | 15 | 4 | -21 | -3 | -4 | -1
CCOC(=O)CSc1nnc(CNC(=O)c2cccc(C)c2)n1-c1ccccc1OC | 4 | 1 | 0 | 15 | 1 | 8 | 16 | -3 | 2
CC(=O)C1C(c2ccc3ncccc3c2)NC(=O)NC1(O)C(F)(F)F (stereo not given) | 7 | 6 | 6 | 9 | 2 | -9 | 3 | 4 | 3
CCOC(=O)Nc1nnc(CCc2ccccc2)s1 | x | 2 | -6 | 2 | 0 | -21 | -2 | -14 | 0
Cc1cc(C)cc(-n2nnc(C(=O)NCc3ccco3)c2N)c1 | 7 | 2 | 8 | -7 | 3 | 10 | 7 | 11 | 4
Cc1ccc(-c2nnn(CC(=O)Nc3cccc4cccnc34)n2)o1 | 0 | 2 | -3 | 4 | -3 | 26 | -4 | 9 | -3
Nc1c(C(=O)NC2CCCC2)c2nc3ccccc3nc2n1/N=C/c1cccnc1 | -2 | -5 | 1 | -1 | -5 | -17 | 4 | 2 | -3
COc1ccc2cnn(-c3ccccc3C)c(=O)c2c1OC | 6 | 0 | 7 | -7 | -5 | -6 | 0 | 4 | -2
CCOC(=O)N1CCN(C(=O)c2cccn3c(=O)c4sccc4nc23)CC1 | -16 | x | x | 11 | 5 | -16 | -4 | 4 | 1
CCOC(=O)N1CCc2c(sc(NC(C)=O)c2C(N)=O)C1 | 3 | 1 | 0 | -2 | 3 | 8 | 27 | -5 | 1
CCOc1ccc(C(=O)N2CCCCCC2)cc1 | 3 | 0 | 7 | 13 | 1 | -7 | -11 | 6 | 0
CCCCC(=NCCO)C1=C(O)C(C(=O)OC)C(C)(C)CC1=O (stereo not given) | 5 | -6 | 0 | 0 | 7 | -10 | 10 | 2 | 2
Cc1cc(C)nc(NC2=NC3CCCCC3N2)n1 (stereo not given) | 4 | -5 | 6 | -3 | 1 | 4 | 11 | 12 | 4
Cc1ccc(-c2noc(CCC(=O)NC3CCCc4ccccc43)n2)cc1 (stereo not given) | 4 | -5 | 3 | 2 | 5 | 10 | 6 | 3 | -2
COCc1nnc(NS(=O)(=O)c2ccccc2)s1 | 6 | 1 | 0 | 8 | 3 | -2 | 0 | 6 | 4
COc1ccc(N(C(C)=O)C2C=CS(=O)(=O)C2)c(OC)c1 (stereo not given) | 7 | 0 | 5 | 11 | 4 | -9 | -2 | -1 | 2
COc1ccccc1NC(=O)Nc1ccnn1Cc1cccs1 | -5 | 1 | 2 | -2 | 4 | 12 | -11 | 2 | -3
COc1cccc(OCC(O)CO)c1 (stereo not given) | -1 | -2 | 4 | -3 | 1 | -21 | 12 | 8 | 2
O=C(CSC1=Nc2ccccc2C2=NC(c3ccccc3)C(=O)N12)NCC1CCCO1 (stereo not given) | 10 | x | x | 9 | 0 | -7 | 7 | 3 | 7
CSc1cccc(-n2cc(-c3ccc4c(c3)OCO4)[nH]c2=O)c1 | 4 | x | x | 4 | 0 | 40 | 7 | 1 | -2
O=S(=O)(Nc1nc2ccccc2[nH]1)c1ccc(Cl)cc1 | -1 | 2 | 2 | 5 | 4 | 6 | 8 | 7 | -1
CC(OC(=O)c1ccco1)C(=O)NC1CCCCC1 (stereo not given) | 0 | -2 | 4 | -1 | 11 | -7 | -12 | 7 | -3
Cc1ccc(C(=O)Nc2ccc3c(c2)CCC3)o1 | 4 | 5 | -5 | -1 | 2 | 16 | 20 | 1 | 1
COc1ccc(NC(=O)c2cc(Cl)ccc2NC(=O)c2ccco2)c(OC)c1 | 6 | x | x | -10 | 3 | 11 | 24 | 11 | 1
O=C(OCc1nc2ccccc2s1)c1cnccn1 | 6 | -3 | 6 | 5 | -1 | 53* | 4 | 10 | -4
COCCCN=C(c1ccco1)n1c(=S)nc(-c2ccco2)n(CCCOC)c1=S | 3 | x | x | 6 | 3 | 26 | -10 | 0 | 7
COc1ccc2c(c1)c1nnc(SC)nc1n2C | 3 | -5 | 1 | 4 | -4 | 25 | 1 | 8 | 4
CN1CCCc2cc(C#N)c(=O)[nH]c21 | -25 | 0 | 6 | -20 | -7 | -27 | 16 | 12 | -10
CCc1cccc(NC2c3ccccc3C(=O)N2c2ccc(C)cn2)c1 (stereo not given) | 3 | 0 | 4 | 0 | 2 | 21 | 20 | 2 | 4
CCOc1ccc(OCC)c(Nc2cc(C)nc3nc(C)nn23)c1 | 8 | 6 | 2 | 1 | 4 | 27 | 11 | -2 | 2
O=C(Nc1cc(C(F)(F)F)ccc1Cl)C1CCN(c2nnc(-n3cccc3)s2)CC1 | 2 | 4 | 1 | 17 | 0 | 4 | 1 | 4 | 2
c1ccc2c(c1)nc(NCC1CCCO1)c1nnnn12 (stereo not given) | 1 | 3 | 1 | 5 | 4 | -3 | 27 | 4 | 6
CCOc1ccc(Nc2c3c(nc4ncnn24)CC(C)CC3)cc1 (stereo not given) | x | -3 | 6 | x | x | -5 | x | 9 | x
Cn1ccnc1Sc1nc2ccccc2nc1NS(=O)(=O)c1ccccc1 | 5 | 13 | 5 | 5 | 5 | -26 | 9 | 3 | -4
Cc1ccc(C2c3c(oc4ccccc4c3=O)C(=O)N2c2nnc(C)s2)o1 (stereo not given) | x | 0 | 9 | x | x | -5 | x | 10 | x
COC(=O)C(NC(C)=O)(Nc1nc2ccc(S(C)(=O)=O)cc2s1)C(F)(F)F (stereo not given) | 9 | 0 | 11 | -6 | -6 | 4 | -2 | 6 | 6
O=C(Oc1cccc2c(=O)[nH]ccc12)c1ccccc1 | 1 | 16 | 18* | 0 | -3 | 4 | 2 | 2 | 4
CCCc1cc(N2CCN(c3ccccn3)CC2)n2nc(C)c(-c3ccccc3)c2n1 | x | 1 | -5 | 2 | -1 | 24 | 11 | -8 | -1
O=C(c1c(F)c(F)c(F)c(F)c1F)N1CCc2ccccc21 | 1 | -3 | -3 | -5 | -1 | -16 | 11 | 3 | 1
O=C1CSc2ccccc2N1Cc1ccccc1F | -7 | x | x | -4 | -7 | -7 | -7 | 1 | 2
CCCCC(=O)Nc1ccc(C(=O)Nc2ccc(S(=O)(=O)N3CCCC3)cc2)cc1 | 4 | 10 | 3 | 4 | 9 | -12 | 14 | 7 | 3
CCOC(=O)N1CCC(NC(=O)CCc2c(C)nc3c(c(C)nn3C(C)(C)C)c2C)CC1 | -1 | 9 | 7 | -17 | 4 | 26 | 19 | 5 | -1
Cc1noc(C)c1CSc1nnc(C)c(=O)[nH]1 | x | 1 | 6 | x | x | -5 | x | 11 | x
COc1ccc(CCNC(=O)c2nc3ncccn3n2)cc1OC | 0 | 3 | 10 | 0 | 7 | 3 | 9 | 12 | 3
N#Cc1sc2nc3c(c(-c4ccco4)c2c1N)CCCC3 | 6 | 17* | -1 | -4 | 2 | -12 | 6 | 0 | 1
COC(=O)c1ccc(Cc2ccc(C(=O)OC)o2)o1 | x | 2 | 7 | x | x | -4 | x | 10 | x
COc1ccccc1C(=O)Nn1c(C2CCC2)nc2ccccc2c1=O | 2 | -2 | 0 | 15 | 10 | -18 | 9 | 4 | 9
COC(=O)c1ccc(CSc2nc3scc(-c4cccs4)c3c(=O)[nH]2)o1 | 3 | 3 | 0 | 18 | 5 | 7 | 12 | 2 | 4
O=C(c1ccccc1)N1CCN(C2CC3CCC2C3)CC1 (stereo not given) | 3 | -4 | 5 | 7 | 0 | 4 | -26 | 7 | 0
CCOC(=O)c1sc2nc(N3CCOCC3)c3c(c2c1N)CCCC3 | -7 | -5 | 4 | 2 | 1 | -5 | -8 | 5 | -2
Cc1cnc(C(=O)Nc2nnc(C(C)C)s2)cn1 | 3 | 4 | 5 | -10 | -6 | 33 | 17 | 13 | 1
COc1ccc(C(=S)N(C)C)cc1OC | 3 | 0 | -1 | -1 | 5 | -7 | 8 | -4 | 0
COc1ccc2c(c1)c(=O)cc(C)n2CC(=O)NCc1ccco1 | 7 | -5 | 3 | 1 | 3 | 24 | 9 | 6 | -2
O=C(CSc1nc2c(cnn2-c2ccc(F)cc2)c(=O)[nH]1)N1CCCc2ccccc21 | 0 | x | x | 3 | -8 | 22 | -1 | 5 | 2
CC(C)CCNC(=O)C(c1ccco1)N(Cc1ccc(F)cc1)C(=O)c1snc(C(N)=O)c1N (stereo not given) | 2 | 0 | -7 | -14 | -6 | -7 | 10 | -4 | 1
O=C(O)CCSCCC(=O)O | x | -2 | 4 | 15 | 4 | 1 | 11 | 5 | 5
O=C(CN(Cc1ccccc1)C(=O)CCC(=O)Nc1nccs1)NCc1ccco1 | 5 | -1 | 0 | -2 | 6 | -23 | 3 | 1 | 7
COc1ccc(CN2CC(C(=O)NCc3cccc(OC)c3)CC2=O)cc1 (stereo not given) | 5 | -7 | -3 | 5 | 3 | 8 | -7 | 11 | 2

Entries of single compounds as entered above. Order of values: Ec RNAP inh | JNK3 inh | ROCK2 blocker | CatS block | CatB mix inh | RORa activator | AP ELISA ortho | PKA kinase inh | CatB block
Listed for COCCCN=C(c1ccco1)n1c(=S)nc(-c2ccco2)n(CCCOC)c1=S = 3 | x | x | 6 | 3 | 26 | -10 | 0 | 7
Listed for O=C(c1c(F)c(F)c(F)c(F)c1F)N1CCc2ccccc21 = 1 | -3 | -3 | -5 | -1 | -16 | 11 | 3 | 1
Listed for COC(=O)c1ccc(Cc2ccc(C(=O)OC)o2)o1 = x | 2 | 7 | x | x | -4 | x | 10 | x
Listed for COc1ccc(NC(=O)c2cc(Cl)ccc2NC(=O)c2ccco2)c(OC)c1 = 6 | x | x | -10 | 3 | 11 | 24 | 11 | 1

Next part.
SMILES | Ec RNAP inh | JNK3 inh | ROCK2 blocker | CatS block | CatB mix inh | RORa activator | AP ELISA ortho | PKA kinase inh | CatB block
O=C(O)CSc1c2c(nc3cc(C(=O)N4CCOCC4)ccc13)CCCC2 | 2 | -6 | -10 | 2 | 2 | -10 | 18 | -2 | 4
Cc1ccc(NCc2nnc(SCC(=O)N3CCc4ccccc43)n2C)cc1 | -11 | 3 | 4 | -6 | -2 | 0 | 15 | 8 | 2
CN1CCN(Cc2c(O)ccc3c(-c4ccccc4)cc(=O)oc23)CC1 | 1 | -4 | 0 | x | x | -20 | x | -6 | -2
O=C(Nc1ccc(N2CCN(C(=O)c3ccco3)CC2)cc1)c1cccs1 | -4 | -17 | -8 | 2 | 3 | 0 | -23 | 2 | 2
O=C(O)CC(NC(=O)C(c1ccccc1)c1ccccc1)c1ccco1 (stereo not given) | 4 | -1 | 3 | -3 | -1 | -8 | 5 | 10 | 4
O=C(NCCc1ccccc1)C1CCCN1C(=O)Nc1ccc(F)cc1 (stereo not given) | 7 | 2 | -2 | 2 | 4 | 2 | 5 | -2 | -2
O=C(CCNS(=O)(=O)c1cccs1)Nc1ccccc1F | 8 | x | x | 3 | -12 | 2 | -2 | 2 | 3
CC1(C)Cc2c(c(-c3ccccc3)nc3[nH][nH]c(=O)c23)CO1 | x | 4 | 11 | x | x | -20 | x | 5 | -2
CC(=O)c1ccc(NC(=O)C2CCCNC2=O)cc1 (stereo not given) | -5 | -2 | 10 | -5 | 1 | 13 | 16 | 9 | -1
Cc1cccc(-c2nnc3sc(-c4ccccc4)nn23)c1 | 13 | -4 | 7 | 3 | 2 | 19 | 1 | 1 | 5
